Assay outcomes deposited in PubChem BioAssay by several laboratories.
KCNQ1 inh = human KCNQ1 channel inhibition. CHO-K1 KCNQ1, FluxOR thallium flux fluorescence; stronger effect = higher value. B-score at 10 µM. 1.3% of 310,000 active. AID 2642. P51787;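 active = compounds whose thallium flux B-score, printed positive for inhibition, exceeds three library SD while starting fluorescence stays within three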;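 also: channel opened by potassium depolarization with thallium stimulus after 20 min compound exposure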
Target sequence (P51787 whole entry, looked up): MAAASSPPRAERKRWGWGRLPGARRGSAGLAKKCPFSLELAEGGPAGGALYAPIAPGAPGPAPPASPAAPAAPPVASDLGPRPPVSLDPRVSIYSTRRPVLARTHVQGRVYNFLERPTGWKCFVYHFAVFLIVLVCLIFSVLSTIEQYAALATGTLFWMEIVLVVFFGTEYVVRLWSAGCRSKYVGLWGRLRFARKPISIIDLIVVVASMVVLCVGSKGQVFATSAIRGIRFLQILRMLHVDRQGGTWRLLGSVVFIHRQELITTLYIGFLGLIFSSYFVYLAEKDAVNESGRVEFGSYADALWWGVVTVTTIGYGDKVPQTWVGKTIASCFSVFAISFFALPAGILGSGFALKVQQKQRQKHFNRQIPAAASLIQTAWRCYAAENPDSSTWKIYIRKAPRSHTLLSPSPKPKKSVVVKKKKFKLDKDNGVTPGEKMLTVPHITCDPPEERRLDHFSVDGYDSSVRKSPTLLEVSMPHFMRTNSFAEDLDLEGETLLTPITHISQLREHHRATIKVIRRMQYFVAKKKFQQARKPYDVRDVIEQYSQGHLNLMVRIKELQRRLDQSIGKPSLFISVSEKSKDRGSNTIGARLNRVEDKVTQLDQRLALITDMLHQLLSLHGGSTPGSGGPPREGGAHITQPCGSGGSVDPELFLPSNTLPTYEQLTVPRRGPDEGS
RGS4 act = potentiators or activators of RGS4. HEK293 M3R/inducible RGS4, carbachol calcium flux Fluo4; stronger effect = lower value. B-score at 10 µM. 0.92% of 310,000 active. AID 463111;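 active = B-score of the integrated calcium signal more than 4 SD below the library mean, with starting fluorescence not abnormally high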;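 also: negative B-score means reduced calcium response which marks RGS4 activation or potentiation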
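Material: Inducible-RGS4 HEK293 cells carrying M3 receptor; also added: carbachol at ECmax as muscarinic agonist stimulus; incubation: compound preincubation 20 min at room temperature before agonist; signal: Fluo4-AM (2 µM) calcium-flux fluorescence, kinetic read; measure: integrated calcium ratio converted to B score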
KCNQ1 act = human KCNQ1 channel potentiation or activation | P51787 | CHO-K1 KCNQ1, thallium flux FluxOR fluorescence; stronger effect = higher value | B-score at 10 µM | 0.35% of 310,000 active | AID 2648;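 active = fluorescence ratio B-score, a plate-corrected score, at least three library SD, with initial intensity B-score within 5 SD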
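System: CHO-K1 cells stably expressing KCNQ1 / Medium: assay buffer for compound exposure, DMSO matched across wells / Reagent: thallium- and potassium-containing depolarizing buffer / Compound: one concentration, matched DMSO / Incubation: 20 min compound pretreatment at room temperature / Measured by: kinetic FluxOR fluorescence, 10 s baseline plus 110 s post-stimulus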
hERG protect = shields human hERG channel from block by proarrhythmic agents; Q12809; CHO-hERG, FluxOR thallium flux, dofetilide IC70 present; 0.51% of 310,000 active; activation (rescue from dofetilide block), less the hit threshold, % at 10 µM;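 active = activation above the mean of controls blocked by dofetilide plus 5 SD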;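 also: thallium influx through hERG after potassium depolarization seen as dye fluorescence rise; in these data hits start at about 4.7%; inactives centre near -7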
ANO1 block = blocks the mouse calcium-activated chloride channel TMEM16A | Q8BHY3 | HEK293 TMEM16A/YFP iodide influx fluorescence, ionomycin | normalized B-score (activity score, 25-100; higher = stronger inhibition) at 10 µM | 1.2% of 310,000 active | AID 588511;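 active = ratio plate-corrected score three or more library SD toward inhibition, starting fluorescence score within five deviations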;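 also: score derived from kinetic fluorescence span divided by baseline fluorescence per well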
KCNK3 inh = human KCNK3 channel inhibition, primary screen; O14649; CHO-KCNK3 thallium flux, FluxOR fluorescence; stronger effect = lower value; B-score at 10 µM; 0.84% of 340,000 active; AID 602410;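 active = B-score under library mean minus 4 SD, starting fluorescence ratio at most library mean plus 5 SD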;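 also: more negative B-score means stronger inhibition of thallium flux through KCNK3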
KCNK9 block = blocks the human KCNK9 two-pore domain potassium channel; 1.2% of 310,000 active; HEK293 KCNK9, FluxOR thallium flux fluorescence; stronger effect = lower value; B-score at 10 µM;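 active = ratio B-score over 3 SD below the library mean, with starting fluorescence within 5 SD of its mean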;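 also: negative B-score means less thallium flux so channel inhibition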
Target sequence (Q9NPC2 whole entry, looked up, the tested form may be a part): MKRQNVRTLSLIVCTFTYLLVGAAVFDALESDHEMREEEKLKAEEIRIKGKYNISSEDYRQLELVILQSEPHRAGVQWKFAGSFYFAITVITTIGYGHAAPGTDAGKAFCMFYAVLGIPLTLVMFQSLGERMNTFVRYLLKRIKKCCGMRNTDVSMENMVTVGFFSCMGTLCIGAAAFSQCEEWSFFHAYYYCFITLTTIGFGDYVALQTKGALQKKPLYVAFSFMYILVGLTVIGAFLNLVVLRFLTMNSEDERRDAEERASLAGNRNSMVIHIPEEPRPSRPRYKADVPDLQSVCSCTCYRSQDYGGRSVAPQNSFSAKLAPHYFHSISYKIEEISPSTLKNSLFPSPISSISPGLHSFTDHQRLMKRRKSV
TMEM16A act = activates or potentiates the mouse TMEM16A chloride channel; 0.3% of 340,000 active; HEK293 TMEM16A/YFP-H148Q/I152L, iodide quench fluorescence; stronger effect = lower value; Q8BHY3; B-score at 10 µM;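 active = fluorescence-ratio B-score plate-corrected deviation score at least 3 library SD below zero, with starting fluorescence score within 5 deviations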;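 also: channel opened by trigger with iodide after compound preincubation; score built on the fluorescence ratio of max minus min over baseline; more negative score means more quench and so TMEM16A activation or potentiation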
HDAC3 inhib = inhibitors of human histone deacetylase 3. inhibition, % at 8.3 µM. recombinant HDAC3, fluorogenic peptide/trypsin coupled, fluorescence. AID 2718. O15379. 0.15% of 320,000 active; in the data active = inhibition above about 26%, passing the limit was not always enough; inconclusive = no clear call, values can overlap the other calls
RGS4 block = human RGS4 inhibition. B-score at 10 µM. AID 463165. 0.45% of 310,000 active. HEK293 M3R/RGS4 inducible, Fluo-4 calcium flux; stronger effect = higher value; triggered by carbachol at its EC20. P49798;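 active = B-score, a plate-corrected calcium signal, over three deviations above library mean, with baseline fluorescence within five deviations of library mean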;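 also: RGS4 expression induced by doxycycline in cells with stable M3 receptor; B-score is computed from the integrated fluorescence ratio over baseline after carbachol; higher B-score means a larger calcium signal and so more RGS4 inhibition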
SKKanGAS inh = inhibitors of SKKanGAS S. pyogenes growth in kanamycin (SK-promoter or general growth effect); BacTiter-Glo, 6 h; inhibition, % at 7.5 µM; 1.3% of 300,000 active; AID 1662;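 active = mean replicate score, as percent of positive control median, at least 50; inconclusive = mean below 50 but one replicate at or above 50; inactive = mean and every replicate below 50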;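 also: strain carries kanamycin resistance gene driven by streptokinase promoter and grows in 40 µg/ml kanamycin; loss of luminescence reflects streptokinase promoter inhibition or plain growth inhibition; 0% = median of DMSO wells and 100% = positive control at its reference dose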
* marks the source's active call; other numbers are inactive results; i = inactive; ? = inconclusive; · = no result given.

SMILES	KCNQ1 inh	RGS4 act	KCNQ1 act	hERG protect	ANO1 block	KCNK3 inh	KCNK9 block	TMEM16A act	HDAC3 inhib	RGS4 block	SKKanGAS inh
O=C(O)c1cccc(S(=O)(=O)Nc2ccc(S(=O)(=O)N3CCOCC3)cc2)c1	i	i	i	-1	i	i	i	i	5	i	-4
CCc1cccc(C)c1NC(=O)C1CC=CCC1C(=O)O (stereo not given)	i	i	i	-4	i	i	i	i	3	i	14
Cn1cc(Cl)c(C(=O)OCC(=O)Nc2ccc(S(N)(=O)=O)cc2)n1	i	i	i	-8	·	i	i	i	·	i	11
CCOc1ccc(Cn2c(=O)oc3ccc(C)cc32)cc1OC	i	i	i	-13	i	i	i	i	0	i	2
NC(=O)NC(Cc1ccccc1)C(=O)NCCCSc1ccccc1 (stereo not given)	i	i	i	-5	i	i	i	i	-6	i	2
CCCCn1c(=NC(C)=O)c(C#N)cc2c(=O)n3cccc(C)c3nc21	i	i	i	-14	i	i	i	i	-27	i	1
O=C(Nc1ccc(O)cc1)c1ccc2c(c1)C(=O)N(N1C(=O)c3ccccc3C1=O)C2=O	i	i	i	-10	i	i	i	i	3	i	2
CCc1cccc(NC(=O)CCS(=O)(=O)c2cccc3nonc23)c1	i	i	i	-6	i	i	i	i	-3	i	6
NS(=O)(=O)c1ccc(NC(=S)NC2CCCCCC2)cc1	i	i	i	-11	i	i	i	i	-3	i	-8
c1nc(NCCN2CCOCC2)c2sc3nc(N4CCOCC4)c4c(c3c2n1)CCC4	i	i	i	-6	i	i	i	i	-3	i	14
O=C(CN(Cc1ccccc1F)S(=O)(=O)c1ccc(Cl)cc1)NCCCO	i	i	i	-5	i	i	i	i	5	i	-14
c1ccc(Cn2ncc3c(NCc4ccco4)ncnc32)cc1	i	i	i	-7	i	i	i	i	3	i	3
O=C(O)CCCCCNC(=O)c1ccncc1	i	i	i	-9	i	i	i	i	-3	i	-5
O=C(C1CCCN(Cc2ccncc2)C1)N1CCc2ccccc2C1 (stereo not given)	i	i	i	-7	i	i	i	i	-4	i	2
OCCn1c(SCCOc2ccccc2)nc2ccccc21	i	i	i	-8	i	i	i	i	1	i	-19
CCOC(=O)c1c(C)[nH]c(C)c1C(=O)COC(=O)/C=C/c1ccc(OC(F)F)cc1	i	i	i	-11	i	i	i	i	18	i	4
Cc1cccc(OCCOc2ccc(/C=N/NC(=O)Cc3nnc(N)s3)cc2)c1	·	·	·	·	i	i	·	i	-11	·	3
O=C1CCN(Cc2ccccc2)CCN1CCOc1ccccc1	6*	i	i	-4	i	i	i	i	1	i	3
CCOC(=O)c1cnc(-c2ccccc2)nc1N(C)C	i	i	i	-4	i	i	i	i	4	i	-4
Cc1ccc(C(=O)C(C)OC(=O)c2ccccc2[N+](=O)[O-])cc1 (stereo not given)	i	i	i	-9	i	i	i	i	0	i	5
COc1ccc(/C=C/C(=O)c2ccc(C)c([N+](=O)[O-])c2)cc1O	i	i	i	-13	i	i	i	i	5	i	-1
CN(C)c1ccc(C(=O)OCC(=O)N2CCCCCC2)cc1	i	i	i	-4	i	i	i	i	0	i	-2
Cc1cc(C)c(Cn2ncn(-c3ccc(Br)cc3)c2=O)c(C)c1	i	i	i	2	i	i	i	i	3	i	8
Cc1ccc(C(=O)CSc2nc(-c3ccccc3)ccc2C#N)cc1	i	i	i	-10	i	i	i	i	-8	i	2
O=c1[nH]c(/C=C/c2ccccc2OC(F)F)nc2c1cnn2-c1ccccc1	i	i	i	-3	i	i	i	i	-14	i	-7
CCOc1ccc(OCCC(=O)OCC(=O)NC2CCCCC2)cc1	i	i	i	-5	i	i	i	i	-14	i	-9
CC(CC(=O)O)NCC1COc2ccccc2O1 (stereo not given)	i	i	i	-4	i	i	i	i	6	i	-1
O=C(Nc1cccc(-c2ccc(N3CCOCC3)nn2)c1)c1ccc([N+](=O)[O-])cc1	i	i	i	-12	i	i	i	i	2	i	0
O=C(COC(=O)c1ccco1)NCc1ccc2c(c1)OCO2	i	i	i	-12	i	i	i	i	·	i	-5
CCN1CCN(CC(=O)N/N=C/c2cc(Br)cs2)CC1	i	i	i	-3	i	i	i	i	12	i	1
CC(NS(=O)(=O)c1ccc(OCC(=O)N2CCCC2)cc1)c1ccccc1 (stereo not given)	i	i	i	-11	i	i	i	i	1	i	-2
COc1ccc(CCNC(=O)CSc2nc3c(c(=O)n(C)c(=O)n3C)n2C)cc1OC	i	i	i	-11	i	i	i	i	-2	i	-2
CC1(OC(=O)CCc2ccccc2)C(=O)C=C2C=C(c3ccc(C#N)cc3)N(C(CO)CO)C=C2C1=O (stereo not given)	i	i	i	-10	i	i	i	i	3	i	8
CCc1ccc2[nH]c(=O)c(CN(CCCO)C(=O)NCc3ccccc3)cc2c1	i	i	i	-14	i	i	i	i	5	i	31
CSc1ccc(CNC(=O)C2Cc3cc(S(=O)(=O)N4CCCC4)ccc3N2C(C)=O)cc1 (stereo not given)	i	i	i	-11	i	i	i	i	1	i	2
O=C(c1ccccc1)c1cc2ccccc2oc1=O	i	i	i	-3	i	i	i	i	0	i	1
Cc1cc(NC(=O)CCC(=O)N(c2ccccc2)C(C(=O)NCC2CCCO2)c2cccnc2)no1 (stereo not given)	i	i	i	-2	i	i	i	i	-1	i	-2
Cc1cc(C)cc(NC(=O)N2CCC(NC(=O)c3ccccc3C)CC2)c1	i	i	i	-6	i	i	i	i	3	i	3
O=C(O)C1C(C(=O)Nc2ccc(Cl)cc2)C2C=CC1C21CC1 (stereo not given)	i	i	i	-14	i	i	i	i	-5	i	-4
N#Cc1ccccc1Cn1c(=O)oc2ccccc21	i	i	i	-4	i	i	i	i	-2	i	2
Cc1c(C(=O)NCc2ccccc2)oc2ccc(S(=O)(=O)N3CCC4(CC3)OCCO4)cc12	i	i	i	-4	i	i	i	i	6	i	10
O=C(Nc1ccccc1)OCc1cncs1	i	i	i	-15	i	i	i	i	-1	i	-16
Cc1occc1C(=O)N1CCCc2ccccc21	i	i	i	-6	i	i	i	i	3	i	10
N#CC1CC(c2ccccc2)=NN1c1ccccc1[N+](=O)[O-] (stereo not given)	i	i	i	-4	i	i	i	i	6	i	-8
COc1cc(C(O)c2nc3ccccc3n2C)cc(OC)c1OC (stereo not given)	i	i	i	-6	i	i	i	i	-8	i	-6
Cc1ccc(S(=O)(=O)NC(CC(C)C)C(=O)Nc2ccncc2)cc1 (stereo not given)	i	i	i	-10	i	i	i	i	2	i	6
O=C(NCC(c1cccnc1)N1CCN(c2ccc(F)cc2)CC1)c1ccco1 (stereo not given)	i	i	i	-6	i	i	i	i	0	i	-4
Cc1cccc(NC(=O)Cn2c([N+](=O)[O-])cnc2C)c1C	i	i	i	-5	i	·	i	·	·	i	-5
O=S(=O)(c1ccc(NC(=S)N2CCN(c3ccc(O)cc3)CC2)cc1)N1CCOCC1	i	i	i	-11	i	i	i	i	7	i	0
COc1ccc(CN/C(C)=C(/C#N)C(N)=O)cc1OC	i	i	i	-11	i	i	i	i	5	i	-1
(further entries)
SMILES	KCNQ1 inh	RGS4 act	KCNQ1 act	hERG protect	ANO1 block	KCNK3 inh	KCNK9 block	TMEM16A act	HDAC3 inhib	RGS4 block	SKKanGAS inh
Cc1ccc2nc(NCCC(=O)O)nc(-c3ccccc3)c2c1	i	i	i	-5	i	i	i	i	-5	i	0
OCC1(Cc2ccccc2)CCN(Cc2cccc(F)c2F)CC1	i	i	i	-18	i	i	i	i	1	i	-4
Cc1c(Cl)cnc(NC(=O)COC(=O)CCC(=O)c2cccs2)c1Cl	i	i	i	-4	·	i	i	i	·	i	-7
Cc1ccc(N2CCN(/N=C/C=C/c3ccccc3)CC2)cc1	i	i	i	-10	i	i	i	i	-6	i	-7
CCCC(NC(=O)Cc1c(C)c2cc3c(C)c(C)oc3c(C)c2oc1=O)C(=O)N[C@@H](Cc1ccccc1)C(=O)O (stereo not given in full)	i	i	i	-3	i	i	i	i	-3	i	13
O=C(CCSCCC(=O)NCc1ccc(F)cc1)NCc1ccc(F)cc1	i	i	i	-4	i	i	i	i	14	i	2
COc1cc(NS(=O)(=O)c2ccc(NC(=O)c3ccc(Cl)cc3Cl)cc2)ncn1	i	i	i	-12	i	i	i	i	-2	i	29
O=C(O)[C@@H]1CCCN1S(=O)(=O)c1cccc(S(=O)(=O)N2CCC[C@H]2C(=O)O)c1	i	i	i	-4	i	i	i	i	-3	i	0
C=CCSC(=S)Nc1c(C)n(C)n(-c2ccccc2)c1=O	i	i	i	-15	i	i	i	i	-3	i	-3
Cc1ccc(NC(=O)COC(=O)CN2C(=O)NC3(CCCC3)C2=O)cc1S(=O)(=O)N(C)C	i	i	i	-6	i	i	i	i	-2	i	0
COc1cc(C(=O)N2C(=O)c3cccc(N)c3C2=O)cc(OC)c1OC	i	i	i	-7	i	i	i	i	·	i	18
CN1N=C(c2ccc(Cl)cc2)CC(c2ccc(Cl)cc2)C1=O (stereo not given)	i	i	i	-7	i	i	-11*	i	10	i	-2
CC(C)=CCCC(C)CN1CCC(n2nccc2NC(=O)c2ccccc2)CC1 (stereo not given)	i	i	i	-5	i	i	i	i	?	i	2
CCOC(=O)c1c(C)[nH]c(C=C2C(=O)CCCC2=O)c1O	i	i	i	-14	i	i	i	i	6	i	0
COc1ccccc1C(=O)NCCC(=O)NCC(c1ccccc1)N(C)C (stereo not given)	i	i	i	-9	i	i	i	i	2	i	-18
CC(C)[C@@H](C(=O)N1CCCC1)N1C(=O)N2CCc3c([nH]c4ccccc34)[C@@]2(C)C1=O	i	i	i	-9	i	i	i	i	7	i	3
CCOc1cc2[nH]c(=S)n(CCCN3CCOCC3)c(=O)c2cc1OCC	i	i	i	-14	i	i	i	i	2	i	10
CC1(C)Cc2c(c(=S)nc(-c3ccccc3)n2CCO)CO1	i	i	i	-8	i	i	i	i	6	i	-2
FC(F)(F)c1ccccc1CNCc1ccc2c(c1)OCO2	i	i	i	-6	i	i	i	i	4	i	8
Cc1ccc(NC(=O)C2CCCN(S(=O)(=O)c3c(C)noc3/C=C/N(C)C)C2)c(C)c1 (stereo not given)	i	i	i	-12	i	i	i	i	12	i	-2

This is a random part of the collection (roughly 6.3% active in at least one column).
